Screening data from PubChem.
SENP6 block = blocks the human protease SENP6. Q9GZR1. Recombinant SENP6 catalytic domain, aminoluciferin luminescence. inhibition, % at 10 µM. 330,000 tested, 1.8% active;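 active = inhibition above about 50% at the single tested dose, limit read from the data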;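 also: plate controls were DMSO wells with enzyme for no effect and DMSO wells lacking enzyme for full effect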
Target sequence (Q9GZR1 628-1112 limits assumed): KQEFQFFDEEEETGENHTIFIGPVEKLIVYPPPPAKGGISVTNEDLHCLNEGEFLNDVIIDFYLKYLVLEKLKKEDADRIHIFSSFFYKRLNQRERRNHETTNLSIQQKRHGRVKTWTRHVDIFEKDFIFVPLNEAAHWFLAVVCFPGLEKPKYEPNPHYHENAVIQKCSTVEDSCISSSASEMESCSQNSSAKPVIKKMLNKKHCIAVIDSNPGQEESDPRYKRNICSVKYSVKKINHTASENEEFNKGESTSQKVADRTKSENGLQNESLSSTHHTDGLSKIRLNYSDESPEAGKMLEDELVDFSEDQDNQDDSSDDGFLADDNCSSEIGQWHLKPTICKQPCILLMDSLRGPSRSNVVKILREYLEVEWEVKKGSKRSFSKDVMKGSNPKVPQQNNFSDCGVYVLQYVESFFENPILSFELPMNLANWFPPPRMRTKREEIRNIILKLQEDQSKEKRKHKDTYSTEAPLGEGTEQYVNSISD
A3G deaminase = APOBEC3G (human) deaminase inhibition; recombinant A3G, ssDNA deamination FAM/TAMRA fluorescence; inhibition, % at 20 µM; 330,000 tested, 0.28% active;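 active = inhibition of at least 40% at 20 µM, with no more than 30% in the related APOBEC3A deaminase screen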;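 also: plate controls were DMSO wells with A3G for no effect and wells lacking A3G enzyme for full effect; some compounds called inactive have numbers as strong as hits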
SENP7 inh = SENP7 protease inhibition | recombinant SENP7, Z-RLRGG-aminoluciferin luminescence, 40 min | Q9BQF6 | inhibition, % at 5 µM | 330,000 tested, 1.5% active;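 active = inhibition above about 50% at the single test dose, limit read from the data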;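 also: plate controls were DMSO with enzyme for no effect and no enzyme buffer wells for full effect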
SENP8 block-1 = blocks the human protease SENP8; purified SENP8, Z-RLRGG-aminoluciferin cleavage, luminescence; 330,000 tested, 1.2% active; Q96LD8; inhibition, % at 10 µM; AID 2540; in the data active = inhibition above about 50%
Target sequence (Q96LD8 whole entry, looked up): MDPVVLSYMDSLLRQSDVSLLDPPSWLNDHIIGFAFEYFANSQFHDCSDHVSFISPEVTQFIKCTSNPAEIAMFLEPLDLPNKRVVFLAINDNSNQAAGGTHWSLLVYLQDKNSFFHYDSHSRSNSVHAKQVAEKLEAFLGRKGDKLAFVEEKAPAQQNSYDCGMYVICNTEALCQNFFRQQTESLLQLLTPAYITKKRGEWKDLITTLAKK
SENP1 FRET inh = blocks the human SENP1 SUMO protease catalytic domain | Q9P0U3 | 360,000 tested, 0.21% active | AID 624204 | inhibition, % at 10 µM | recombinant SENP1 catalytic domain, CyPet-SUMO1-YPet FRET cleavage;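 active = inhibition at least 30% at 10 µM, raw YFP signal under a set limit, fluorescence ratio 0.5 to 1.5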;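 also: 0% = enzyme with DMSO and 100% = no enzyme wells; some results filed as inactive read as strong as hits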
Target sequence (Q9P0U3 419-644 limits assumed): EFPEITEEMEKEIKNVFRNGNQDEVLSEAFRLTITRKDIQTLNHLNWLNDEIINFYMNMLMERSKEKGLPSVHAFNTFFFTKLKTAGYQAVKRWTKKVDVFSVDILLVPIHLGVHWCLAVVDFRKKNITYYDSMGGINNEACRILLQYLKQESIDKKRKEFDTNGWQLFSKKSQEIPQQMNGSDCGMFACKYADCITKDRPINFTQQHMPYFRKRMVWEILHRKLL
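Test system: human SENP1 catalytic domain; medium: Tris pH 8 buffer plus EDTA, NaCl, BME, BSA, NP40, catalase; incubation: 50 min reaction at room temperature; technique: FRET, CFP and YFP emission; controls: no-enzyme low control and enzyme-plus-DMSO high control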
Apaf1 inhib = human Apaf-1 inhibition; O14727; reconstituted apoptosome caspase-3 activity, DEVD-Rh110 fluorescence; inhibition, % at 20 µM; 330,000 tested, 0.71% active; active = inhibition of at least 40% at 20 µM;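 also: plate controls were DMSO wells for no effect and DEVD-CHO caspase inhibitor wells for full effect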
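Material: reconstituted apoptosome with Apaf-1, cytochrome c, caspase-9, procaspase-3, dATP; medium: pH 7.5 Hepes buffer with CHAPS, BSA, DTT; also added: cytochrome c and DEVD-Rh110 substrate; timing: 30 min plus 50 min, RT; signal: Rh110 fluorescence intensity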
SENP8 block-2 = SENP8 (human) protease inhibition; Q96LD8; recombinant SENP8, Nedd8 substrate fluorescence; inhibition, % at 20 µM; 360,000 tested, 0.64% active; AID 602440; in the data active = inhibition mostly above about 40%, no sharp cut-off; inactive = mostly below about 27%
UBC13 inh = blocks human UBC13 polyubiquitin chain formation. P61088. TR-FRET. inhibition, % at 20 µM. 330,000 tested, 0.47% active. AID 485273; in the data active = inhibition above about 45%, passing the limit was not always enough
Numbers without * were called inactive; nt = not tested or not shown.

The opening 2 records as a preview:
The line under a structure holds: SENP1 FRET inh	SENP6 block	UBC13 inh	Apaf1 inhib	SENP8 block-2	SENP8 block-1	A3G deaminase	SENP7 inh
- CN(c1c[nH]c(=O)[nH]c1=O)C1CCCCC1
→ 2.6	7.3	-6.8	0.0	7.0	-10.9	-3.0	-4.7
- C=C1CCN([C@@H](Cc2ccccc2)C(=O)NCc2ccccc2)S(=O)(=O)c2ccccc21
→ 1.7	-6.1	1.3	5.2	7.8	-5.3	-10.8	4.1

The listing (from the top)
The line under a structure holds: SENP1 FRET inh	SENP6 block	UBC13 inh	Apaf1 inhib	SENP8 block-2	SENP8 block-1	A3G deaminase	SENP7 inh
- CN(c1c[nH]c(=O)[nH]c1=O)C1CCCCC1
→ 2.6	7.3	-6.8	0.0	7.0	-10.9	-3.0	-4.7
- C=C1CCN([C@@H](Cc2ccccc2)C(=O)NCc2ccccc2)S(=O)(=O)c2ccccc21
→ 1.7	-6.1	1.3	5.2	7.8	-5.3	-10.8	4.1
- COc1ccc(-c2nnc(SCc3ccccn3)n2C)cc1
→ -1.0	0.3	-1.7	-8.3	19.4	-1.7	-2.1	-1.7
- O=C(N/N=C/c1ccccc1)C(=O)N/N=C/c1ccccc1
→ 1.9	-3.2	0.5	-7.0	17.3	6.3	-12.0	-0.1
- Cc1c(NC(=O)COC(=O)c2cc3c4ccccc4n(C)c3s2)c(=O)n(-c2ccccc2)n1C
→ -2.6	-8.0	16.6	5.9	-282.5	-5.8	-1.2	4.3
- CCn1ccnc1CN(C)C(=O)c1cc(COc2c(F)cccc2F)on1
→ 3.2	-14.7	-8.5	0.7	4.9	-17.9	-3.3	-6.2
- Cc1ccc2[nH]c(=O)c(CN(C(=O)c3cccc([N+](=O)[O-])c3)C(C)C)cc2c1
→ 1.2	-11.6	14.4	-12.1	0.4	3.4	-5.7	7.5
- O=C(COC(=O)c1cc(Cl)nc(Cl)c1)NCCc1ccc(F)cc1
→ -0.9	0.3	7.1	-6.7	2.4	-1.6	-6.7	0.4
- Cc1c(C(=O)NC2CCOC2)oc2c(F)cccc12 (stereo unspecified)
→ 2.4	8.7	4.7	2.2	2.7	13.4	0.7	8.4
- COc1ccc(C(=O)C(CO)Oc2ccccc2OC)cc1OC (stereo unspecified)
→ -1.6	-27.6	6.2	-3.7	-6.8	9.1	-4.4	4.6
- COc1ccccc1NC(=O)C1CCCN(c2ncnc3c2nc2n3CCCCC2)C1 (stereo unspecified)
→ 1.6	-2.3	4.3	5.3	-2.2	-0.4	-4.5	10.9
- O=C(CCl)N1CCN(CC(=O)N2CCCC2)CC1
→ -0.5	-22.2	-2.4	8.9	19.7	-11.0	-10.5	-6.3
- CCOC(=O)C1CCN(CCC(=O)Nc2ccccc2)CC1
→ 2.4	4.5	0.4	-3.1	11.1	4.5	-3.1	9.1
- O=C(Nc1ccc(S(=O)(=O)C(F)F)cc1)c1cccc(S(=O)(=O)N2CCOCC2)c1
→ 0.0	-11.9	4.8	-8.1	28.6	-2.2	-7.8	-8.6
- CCOC(=O)c1ccccc1NC(=S)N1CCN(C2CCCCC2)CC1
→ 2.7	-28.2	-11.1	-13.9	-23.5	-6.1	-6.5	-0.6
- COCCCNC(=O)CSc1c2c(nc3ccc(Cl)cc13)CCCC2
→ 0.6	14.0	2.6	9.3	13.0	4.6	3.2	3.4
- CCOc1ccccc1Oc1cn[nH]c1-c1ccc(OC)cc1O
→ -1.9	11.1	12.8	9.6	21.8	-10.7	-2.4	-0.1
- COc1ccc(S(=O)(=O)NC(C(C)C)C(C)C)cc1OC
→ -0.2	-18.5	6.5	0.6	15.2	-5.2	-8.6	-12.2
- Cc1ccc(/C=C/C(=O)c2ccc(C)cc2)cc1
→ 2.6	52.1*	0.5	16.3	11.6	-1.7	-5.9	-11.6
- CC1CC(C)(C)NC(=S)N1CCCC(=O)Nc1ccc2c(c1)OCCO2 (stereo unspecified)
→ 4.2	19.7	7.2	-6.5	5.5	7.6	-0.6	0.0

Three entries from above in a different format.
canonical_smiles,SENP1 FRET inh,SENP6 block,UBC13 inh,Apaf1 inhib,SENP8 block-2,SENP8 block-1,A3G deaminase,SENP7 inh
COc1ccccc1NC(=O)C1CCCN(c2ncnc3c2nc2n3CCCCC2)C1 (stereo unspecified),1.6,-2.3,4.3,5.3,-2.2,-0.4,-4.5,10.9
O=C(CCl)N1CCN(CC(=O)N2CCCC2)CC1,-0.5,-22.2,-2.4,8.9,19.7,-11.0,-10.5,-6.3
CCOC(=O)C1CCN(CCC(=O)Nc2ccccc2)CC1,2.4,4.5,0.4,-3.1,11.1,4.5,-3.1,9.1

More structures follow:
The line under a structure holds: SENP1 FRET inh	SENP6 block	UBC13 inh	Apaf1 inhib	SENP8 block-2	SENP8 block-1	A3G deaminase	SENP7 inh
- CN(c1ccccc1)S(=O)(=O)c1ccc(Cl)c(C(=O)OCC(=O)NC2CCS(=O)(=O)C2)c1 (stereo unspecified)
→ -0.5	-0.9	0.5	-3.0	7.9	-7.0	-6.9	-6.0
- CCOC(=O)N1CCN(C(=O)COc2ccccc2Cl)CC1
→ -0.7	-2.0	-3.3	-3.1	25.8	1.5	4.2	-2.5
- CN(C)c1ccc(NS(=O)(=O)c2cc3c4c(c2)CC(=O)N4CCC3)cc1
→ -0.5	-10.5	-0.3	7.3	18.2	1.6	-2.1	5.3
- Cc1cccc(-n2nnnc2SCC(=O)NC2CCCC2)c1
→ 1.8	-12.9	14.6	-1.3	21.9	-1.4	-4.6	2.5
- CCc1cc(C(c2ccncc2)N2CCN(C)CC2)c(NC(=O)c2ccccc2)s1 (stereo unspecified)
→ -1.7	0.2	3.6	10.0	-58.8	0.0	-0.8	-1.7
- O=S(=O)(c1cccc(-c2csc(-c3cccnc3)n2)c1)N1CCOCC1
→ -0.9	4.5	-3.1	-5.7	13.1	7.5	-2.3	10.1
- Cc1cccn2c(=O)c(/C=N/O)c(Nc3ccccc3F)nc12
→ -1.5	-7.1	-24.9	-5.5	-93.4	-6.3	-17.0	14.6
- S=c1[nH]nc(CN2CCCC2)n1Cc1ccccc1
→ 3.2	-6.0	-14.6	-12.0	23.7	1.1	-5.2	4.4
- CCOc1ccccc1Oc1ccc(C(F)(F)F)cn1
→ 0.1	-18.1	12.3	4.1	1.7	-5.6	-2.4	-7.4
- CCn1cc(C(=O)NCc2ccccc2F)c(=O)c2ccc(C)nc21
→ -0.4	-8.8	-4.5	9.9	15.3	12.3	-2.6	-4.4
- CCn1c(SCC(=O)NCc2ccc3c(c2)OCO3)nc2c(c1=O)SCC2
→ -0.9	1.7	-1.7	-10.1	13.4	-6.1	-1.1	-2.6
- CCC(c1nnnn1CS(=O)(=O)c1ccc(C)cc1)N1CCC(C(N)=O)CC1 (stereo unspecified)
→ -0.7	-4.3	0.4	13.4	7.7	-7.4	-0.4	1.1
- CC(C)c1ccc(NC(=S)N2CCN(C)CC2)cc1
→ -1.2	15.0	-5.1	-5.4	16.0	0.9	-1.8	-7.4
- CCCCC(=O)N(c1ccc(OCC)cc1)C1C=CS(=O)(=O)C1 (stereo unspecified)
→ 0.3	1.2	-1.6	-26.9	10.0	-1.1	-2.3	13.0
- Cc1cc(C(=O)CN2C(=O)c3ccccc3S2(=O)=O)c(C)n1CC1CCCO1 (stereo unspecified)
→ 1.8	-7.4	-7.0	0.7	-4.0	-7.1	-0.2	-6.9
- O=C(CCCN1C(=O)/C(=C/c2ccccc2)SC1=S)Nc1cccc(O)c1
→ 2.7	-0.6	-2.3	-3.5	28.3	-8.5	-2.3	4.8
- CN(C)C(=O)C1Cc2ccccc2CN1S(=O)(=O)c1ccc(F)cc1 (stereo unspecified)
→ 1.1	10.4	0.5	0.7	10.4	-0.8	-4.9	8.2
- CC(C)c1ccc(O)c(C(=O)c2cnn(-c3ccccc3)c2)c1
→ 2.2	-2.9	0.2	2.4	29.9	-7.6	-5.4	-10.7
- CCOC(=O)Cn1c(CN(C)Cc2ccccc2)nc2c1c(=O)n(C)c(=O)n2C
→ 1.3	-15.9	-5.1	14.1	4.2	-3.6	-1.6	-7.2
- Clc1ccc(-c2csc(N/N=C/c3ccco3)n2)cc1
→ 0.2	-15.4	5.4	-1.2	-24.9	-6.6	-9.7	-6.3

The listing continues.
The line under a structure holds: SENP1 FRET inh	SENP6 block	UBC13 inh	Apaf1 inhib	SENP8 block-2	SENP8 block-1	A3G deaminase	SENP7 inh
- Cc1ccc(C)c(N(C(=O)CS(=O)CC(=O)Nc2ccc3c(c2)OCO3)C(C)C(=O)NC2CCCC2)c1 (stereo unspecified)
→ 1.5	4.7	-1.7	6.9	5.3	1.8	4.4	16.9
- Cc1ccc(-c2onc3ccc(C4(C)OCCO4)cc23)cc1
→ -33.6	1.7	-2.3	-2.2	-72.9	8.2	-2.4	4.7
- Cc1ccc(C)c(NC(=O)c2oc(=O)c3ccccc3c2-c2ccccc2)c1
→ 0.9	4.7	-16.5	10.1	10.1	2.2	0.5	8.3
- Cc1ccc(NC(=O)CSc2ccccc2NC(=O)c2ccccc2)cc1Cl
→ -0.8	-7.6	1.0	-3.0	14.3	-2.0	-3.9	-1.0
- Cc1ccc(S(=O)(=O)Cn2nnnc2C(c2ccc(F)cc2)N2CCC(C(N)=O)CC2)cc1 (stereo unspecified)
→ -0.4	-13.8	1.2	12.4	16.9	5.3	-3.8	-0.1
- CC(OC(=O)c1cccnc1)C(=O)NCc1ccc2c(c1)OCO2 (stereo unspecified)
→ -1.2	-23.0	-0.8	5.7	-6.6	-10.7	-6.6	-6.7
- COc1ccc(CNC(=O)Nc2cccc3ccccc23)cc1
→ 1.3	-23.8	6.4	-9.9	-128.2	-11.0	-5.7	-5.7
- COc1ccc(NC(=O)C2CCC(CNS(=O)(=O)c3cccs3)CC2)cc1 (stereo unspecified)
→ 1.8	7.3	3.4	-6.4	3.4	5.9	-7.0	6.7
- O=C(Cc1cccs1)NCc1cc(Cl)cc(Cl)c1
→ 0.4	-20.8	3.6	2.8	12.3	3.8	-8.3	1.8
- Cc1cc(=O)oc2c(C)c(OC(C)C(=O)NCCCn3ccnc3)ccc12 (stereo unspecified)
→ -1.4	-11.0	-7.1	7.0	-111.8	-3.0	9.2	8.0
- Cc1cn(C2OC(COC(=O)c3ccccc3)C(O)C2O)c(=O)[nH]c1=O (stereo unspecified)
→ 2.5	-5.9	-0.4	-8.5	10.7	-7.9	-5.6	-10.9
- COc1ccc2c(=O)c3c(=O)n(-c4ccccc4)c(-c4ccco4)nc3oc2c1
→ -5.5	0.0	-9.6	-2.0	-73.4	-6.8	-2.5	-6.4
- COc1cc(C(=O)NCCC(=O)N2CCN(C)CC2)cc(OC)c1OC
→ -0.6	-13.6	5.7	-5.0	21.5	0.6	-5.3	12.9
- CN(C)c1ccc(-n2cccc2/C=N/n2cnnc2)cc1
→ 2.7	2.1	5.1	-1.0	9.9	-1.1	-10.0	3.5
- COc1ccc(/C=C/c2ccc3c(Br)ccc(O)c3n2)cc1
→ -16.9	-3.5	-39.7	6.3	-85.1	-7.5	-8.7	-16.6
- CC(=O)N1CCc2cc(S(=O)(=O)CCC(=O)N3CCN(C(=O)c4ccco4)CC3)ccc21
→ 0.3	-3.4	-10.4	5.6	20.1	-9.9	-3.1	-10.5
- CCN(CC(=O)Nc1c(C(=O)OC)[nH]c2ccc(C)cc12)c1ccc2c(c1)OCO2
→ 1.5	4.2	-0.9	19.7	-4.6	2.8	2.7	14.7
- C[C@@H]1C[C@@H]2OC(=O)[C@]3(C)[C@H]2[C@@H](OC3(C)O)[C@]2(C)C(=O)CC[C@H]12 (stereo partly specified)
→ nt	-8.2	2.2	-5.9	nt	-1.9	-5.3	-1.4
- Cc1cccc(NC(=O)C2CC(O)CN2C(=O)Oc2ccccc2)c1 (stereo unspecified)
→ -0.5	0.3	-3.3	0.8	2.1	7.6	-7.7	2.0
